Efa HMGR inh = inhibitors of class II HMG-CoA reductase from Enterococcus faecalis; purified E. faecalis HMGR, NADPH absorbance 340 nm kinetic; inhibition, % at 10 µM; 190,000 compounds, 0.41% hits; AID 1066;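 active = inhibition above a set limit, the median over all tested compounds plus 3 SD, cut at about 9.5% in these data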;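 also: enzyme runs in reverse so mevalonate oxidation gives rising NADPH absorbance; 0% = complete reaction with DMSO and 100% = background rate lacking mevalonate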
S1P3 antag = S1P3 (human) receptor antagonism | CHO S1P3 NFAT-BLA reporter, FRET fluorescence, antagonist mode | 170,000 compounds, 0.27% hits | inhibition, % at 4.98 µM | Q99500;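 active = inhibition above the plate cutoff, the mean inhibition of test wells on that plate plus 3 SD, cut at about 28% in these data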;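 also: cells challenged with S1P at its EC80 of 0.8 µM; blue over green emission ratio from cleaved BLA substrate after 4 h stimulation; 0% = S1P-stimulated wells and 100% = unstimulated DMSO-only wells; some compounds past the cut are filed as inactive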
Target sequence (Q99500 whole entry, looked up): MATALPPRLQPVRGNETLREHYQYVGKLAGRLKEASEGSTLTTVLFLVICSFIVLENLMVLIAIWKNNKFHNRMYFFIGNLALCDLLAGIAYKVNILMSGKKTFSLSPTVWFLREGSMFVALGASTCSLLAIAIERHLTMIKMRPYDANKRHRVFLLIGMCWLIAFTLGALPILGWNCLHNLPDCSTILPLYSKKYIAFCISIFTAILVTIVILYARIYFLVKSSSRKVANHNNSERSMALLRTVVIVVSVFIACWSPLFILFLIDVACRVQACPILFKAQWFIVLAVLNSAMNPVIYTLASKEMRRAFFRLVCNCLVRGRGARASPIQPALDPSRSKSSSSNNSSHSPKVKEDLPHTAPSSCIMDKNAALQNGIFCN
RAM inhibit = blocks the yeast RAM network | 190,000 compounds, 1.8% hits | inhibition, % at 50 µM | AID 868 | S. cerevisiae dse1pr::URA3 reporter, 5-FOA growth OD615, 2 d; analog-sensitive cbk1-as2 kinase mutant strain;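 active = inhibition above a set limit, 3 SD over mean compound inhibition, cut at about 8.4% in these data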;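 also: 0% = DMSO-only wells with no growth and 100% = 10 µM 1-NA-PP1 full growth; inhibition rescues growth on 5-FOA so higher OD means more RAM inhibition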
PMI act hi M6P = PMI (human) activation, high substrate. P34949. coupled PMI enzyme assay, resazurin fluorescence, 20 min; hits give high values; 1 = untreated enzyme, 0 = substrate-free blank. activation factor at 20 µM. 190,000 compounds, 0.34% hits. AID 1216;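 active = activation factor of 2 or more at 20 µM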
Target sequence (P34949 whole entry, looked up): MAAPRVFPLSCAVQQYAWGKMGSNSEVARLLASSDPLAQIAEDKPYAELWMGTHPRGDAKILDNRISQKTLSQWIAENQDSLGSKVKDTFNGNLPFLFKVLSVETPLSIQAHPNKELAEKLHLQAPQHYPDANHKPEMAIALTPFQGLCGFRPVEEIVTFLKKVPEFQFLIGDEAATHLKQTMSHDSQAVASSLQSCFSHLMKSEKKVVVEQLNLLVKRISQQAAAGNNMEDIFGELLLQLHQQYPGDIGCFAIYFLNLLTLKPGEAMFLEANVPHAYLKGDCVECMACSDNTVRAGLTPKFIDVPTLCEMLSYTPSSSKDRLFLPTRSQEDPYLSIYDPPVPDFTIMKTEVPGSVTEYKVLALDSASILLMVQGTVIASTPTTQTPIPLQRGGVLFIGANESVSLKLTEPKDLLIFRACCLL
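assay system = human phosphomannose isomerase with PGI, G6PDH, diaphorase coupling enzymes | quantity = 15 ng/mL PMI | incubation = enzyme reaction with compound 20 min at room temperature | medium = HEPES pH 7.4 buffer with MgCl2 and Tween-20 | compound dosing = one concentration, 20 µM, in 1% DMSO | measured by = Diaphorase-driven resazurin-to-resorufin fluorescence, excitation 544, emission 590 nm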
L major viab = inhibitors of Leishmania major promastigote growth | Leishmania major promastigotes, resazurin fluorescence viability | inhibition, % at 10 µM | 200,000 compounds, 9% hits | AID 1063; in the data active = inhibition above about 50%;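 also: promastigotes grown with compound for 44 hours at 28 °C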
TNAP inh no acc = TNAP (human) inhibition, acceptor-free conditions; AID 1012; P05186; 200,000 compounds, 0.26% hits; purified TNAP, CDP-star luminescence, 30 min; inhibition, % at 20 µM;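 active = tissue-nonspecific alkaline phosphatase inhibition above about 50% at 20 µM in the single-dose screen, limit read from the data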;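 also: 0% = DMSO negative control and 100% = EDTA positive control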
Redox H2O2 prof = compounds producing H2O2 with reducing agent – biochemical, NIH compound library profiling, artefact control for MLSCN library redox annotation, primary screen; 200,000 compounds, 0.03% hits; AID 878; DTT-dependent redox cycling H2O2, phenol red/HRP absorbance; 100% = 100 µM peroxide control, 0% = buffer; activation, % at 10 µM;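 active = activation of at least 50% relative to the plate's high and low controls in the primary single-dose screen; inactive = activation below 50%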;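 also: compound incubated with DTT at 0.8 mM final as the reducing agent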
TNAP inh hi DEA = TNAP (human) inhibition, high acceptor; 200,000 compounds, 0.03% hits; inhibition, % at 20 µM; purified TNAP, CDP-star luminescence, 1 M DEA; P05186;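 active = over 50% inhibition of tissue-nonspecific alkaline phosphatase at 20 µM in the single-dose screen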;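 also: plate controls were DMSO wells for no effect and EDTA-quenched wells as full inhibition for full effect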
Hsp70 activator = Hsp70 transcriptional activation, primary screen | HeLa Hsp70 promoter luciferase reporter, luminescence; scaled: vehicle 0, proteasome-inhibitor control 100% | activation, % at 10 µM | 200,000 compounds, 0.04% hits | AID 1203;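 active = activation above the mean across all tested compounds plus 3 SD, cutoff set per campaign, cut at about 5.5% in these data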;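 also: 100% = MG132 at 30 µM as the positive control and 0% = DMSO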
PMI act = increases human mannose-6-phosphate isomerase activity; P34949; purified human PMI, coupled resazurin fluorescence, 20 min; hits give high values; 1 = vehicle control, 0 substrate-free wells; activation factor at 20 µM; 190,000 compounds, 0.005% hits;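 active = activation factor of 2 or more at 20 µM, relative to plate controls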
Active calls of the source: *; . = no result given.

SMILES	Efa HMGR inh	S1P3 antag	RAM inhibit	PMI act hi M6P	L major viab	TNAP inh no acc	Redox H2O2 prof	TNAP inh hi DEA	Hsp70 activator	PMI act
COC(=O)C(Cc1cnc[nH]1)NC(=O)C1CCC(=O)N1 (stereo unspecified)	-2.9	-7.0	1.4	0.9	5.4	-6.9	1.9	0.1	-0.1	1
CCOC(=O)CNC(=S)N(CCCN1CCCC1)Cc1cccs1	-0.4	5.6	0.0	1	25.8	-15.6	-0.3	-7.6	-0.2	1
CCC(=O)Nc1ccc2nc(C3CC3)n(Cc3ccccc3)c(=O)c2c1	1.6	4.9	6.7	1	-0.1	-6.8	9.3	1.1	0.0	0.9
Cn1nc(C(=O)Nc2ccc3c(c2)OCCO3)cc1C(=O)O	-4.9	-2.7	-0.1	0.9	-6.7	-8.6	-1.5	-4.2	-0.1	0.9
COc1cccc(C(=O)Nc2nnc(-c3cccs3)s2)c1	-5.1	.	3.1	1.1	2.6	1.4	-0.1	0.9	0.5	1.1
COCCNC(=O)c1ccc(CS(=O)(=O)c2ccc(C)cc2)o1	-0.4	5.8	1.2	1.1	1.1	-11.2	2.3	-1.4	0.0	1
CCOc1ccc(C(=O)Nc2cccc(-c3ccc4nncn4n3)c2)cc1	-5.6	-3.3	3.2	1	-2.6	-1.8	2.7	-4.7	-0.2	1
CCOc1ccccc1Cn1c(=O)sc2ccccc21	-0.1	-10.1	0.2	0.9	16.0	-8.6	-1.6	-4.7	-0.3	0.8
Cc1cccc(N2C(=O)CC(SC(N)=Nc3ccccc3)C2=O)c1 (stereo unspecified)	-1.4	-10.8	5.6	0.9	45.7	8.8	-0.7	-5.9	-0.4	0.9
Cc1cc(C(=O)OCC(=O)N2CC(=O)Nc3ccccc32)no1	2.3	-2.5	2.9	1.1	-3.7	-10.6	2.3	-3.1	-0.4	1.1
O=C(Nc1cccc(S(=O)(=O)Nc2ccccc2Cl)c1)c1ccc(N2CCCC2)c([N+](=O)[O-])c1	-5.6	-15.5	2.4	0.8	16.7	6.9	0.8	8.8	-0.3	0.8
COc1ccc(/C=C/c2nc(-c3ccccc3O)n(-c3ccccc3)n2)cc1	-2.3	4.1	1.2	1	-4.0	-7.3	-0.5	-4.7	-0.3	0.9

Sorted by the number under Efa HMGR inh (rising): 3 from the list above.
compound	Efa HMGR inh
O=C(Nc1cccc(S(=O)(=O)Nc2ccccc2Cl)c1)c1ccc(N2CCCC2)c([N+](=O)[O-])c1	-5.6
COC(=O)C(Cc1cnc[nH]1)NC(=O)C1CCC(=O)N1 (stereo unspecified)	-2.9
Cc1cccc(N2C(=O)CC(SC(N)=Nc3ccccc3)C2=O)c1 (stereo unspecified)	-1.4

Continued:
SMILES	Efa HMGR inh	S1P3 antag	RAM inhibit	PMI act hi M6P	L major viab	TNAP inh no acc	Redox H2O2 prof	TNAP inh hi DEA	Hsp70 activator	PMI act
O=C(O)CSc1nnc(-c2ccco2)o1	-0.5	-12.8	2.1	1	-1.2	-8.4	1.3	-5.7	0.3	1.1
CCCOC(=O)Nc1nc(-c2ccc(C)cc2)c(C)s1	2.8	-12.3	3.0	1	-3.7	-9.0	-0.5	0.9	-0.3	1
CC1CN(S(=O)(=O)N2CCOCC2)CCN1S(=O)(=O)N1CCOCC1 (stereo unspecified)	-4.0	-11.1	0.2	0.9	1.7	-1.5	0.6	-0.1	0.0	1
CCN(CC)CCNC(=O)C(=O)NCC1OCCN1C(=O)c1ccc2c(c1)OCO2 (stereo unspecified)	19.1*	-13.7	0.0	1.1	53.7*	-4.2	0.1	-3.4	-0.4	1.1
COc1ccc(C2(O)CN(c3ccc(C)cc3)C3=[N+]2CCCC3)cc1 (stereo unspecified)	2.4	-10.3	2.3	1	-0.8	-11.8	0.4	-5.8	0.2	0.9
Cc1ccc(CSc2ncnc3ccccc23)cc1	-2.6	3.5	-0.2	0.9	-1.6	-14.1	-1.2	-4.9	-0.1	0.9
COCC(=O)Nc1cc(C(=O)NCC(C)C)ccc1Cl	-5.0	6.8	2.8	1.1	-4.3	-10.0	-0.7	-3.8	0.3	1.1
N#Cc1ccc(N2C(=O)[C@@H]3C(C(=O)c4ccc5ccccc5n4)=NN[C@@H]3C2=O)cc1	-3.4	13.4	2.1	1.4	-7.6	-38.9	0.1	-4.0	-0.3	1.3
Cc1ccc(OCC(=O)NCCO)c(Br)c1	0.6	-20.8	-0.5	1	-2.6	0.5	-2.3	-7.0	0.2	0.9
CCOC(=O)c1nnn(-c2nonc2N)c1-c1ccc(OC)cc1	1.2	25.2	1.4	0.9	2.3	-14.5	-5.6	-5.7	-0.1	0.9
COc1ccc(C(C#N)N2CCOCC2)cc1 (stereo unspecified)	6.1	.	0.5	1.1	-4.7	-3.0	0.5	-3.3	-0.3	1.1
CCCN1C(=O)/C(=N\OCC(=O)NCC(F)(F)F)c2ccccc21	0.4	-4.3	1.9	1.2	-3.4	-35.0	0.1	5.0	-0.1	1.1
O=C(OCC(=O)c1c[nH]c2ccccc12)c1ccc(Br)o1	-0.5	.	2.2	1	-13.8	-16.2	0.0	-4.1	-0.2	1
CCC(Sc1nc(C)cc(C)n1)C(=O)NC1=NN=C(c2ccc(C)cc2)CS1 (stereo unspecified)	0.8	.	2.2	1	49.4	-2.9	-3.9	-4.1	0.3	0.9
Cc1ncn(-c2ccc(C(=O)Oc3ccccc3)cn2)n1	-0.1	-12.0	0.7	1	-8.2	-5.6	-1.8	-5.9	-0.1	1
CCN1CCN(C(c2ccc(OC)cc2)c2nnnn2Cc2ccc3c(c2)OCO3)CC1 (stereo unspecified)	0.1	-10.9	0.7	0.9	1.0	-8.6	-2.1	-4.5	0.0	0.9
COC(=O)C1(C(=O)OC)Sc2ccccc2C1=O	-7.6	-24.1	-1.1	1	-4.1	-8.2	1.6	-7.5	-0.3	1
O=C(N/N=C1\CCSC1)c1cc(Cl)ccc1O	-2.2	-11.7	-0.2	1.2	4.0	-0.3	-0.4	-1.2	-0.2	1.1
CCn1c(CNc2ccccc2Cl)nnc1SCC(=O)NCc1ccccc1	0.1	69.5*	0.6	0.9	5.4	-10.4	0.0	-6.0	0.4	0.9
CCN1CCCC1CNC(=O)c1cc2c(=O)n(C)c3ccccc3c2n1C (stereo unspecified)	-2.5	-20.0	-0.2	0.9	5.2	-8.9	0.0	-1.3	-0.2	0.9
CCOC(=O)c1ccc(NC(=O)CCC(CC)C(=O)O)cc1 (stereo unspecified)	-4.1	.	0.5	1.1	-1.6	2.3	-0.8	-2.1	-0.1	1.1
COc1cccc(/C=N/Nc2ccc(C(=O)O)cc2)c1O	4.7	8.3	6.2	1.6	5.4	-5.9	0.9	-0.4	-0.2	1.6
O=C(CCC(=O)N(c1cccc(F)c1)C(C(=O)NC1CCCC1)c1ccncc1)Nc1cccnc1 (stereo unspecified)	1.5	-16.0	0.5	1.1	-8.0	-7.7	0.8	1.3	-0.2	1.1
N#C/C(=C\c1c[nH]c2ccccc12)C(=O)NCC1CCCO1 (stereo unspecified)	-5.2	5.9	3.9	0.9	-0.6	-5.9	0.6	-3.3	-0.1	1
Cc1oc2ccc(O)c(CN3CCOCC3)c2c1C(C)O (stereo unspecified)	-1.0	.	-0.2	0.9	3.4	-3.0	0.4	1.2	0.0	0.9
CC(=O)Nc1ccc(NC(=O)c2ccccc2S(=O)(=O)c2ccc([N+](=O)[O-])cc2)cc1	-3.7	-1.1	1.2	0.9	-4.2	1.4	-1.9	2.7	-0.1	0.9
CCCS(=O)(=O)N1CCN(Cc2ccco2)CC1	-4.6	-2.7	0.4	0.9	-3.3	-15.2	2.2	-2.8	-0.3	0.9
COc1ccc(/C=C(\C#N)C(=O)OCC(=O)Nc2ccc(C(C)(C)C)cc2)cc1	-3.9	-5.0	5.7	0.9	-5.7	-3.8	-0.6	0.6	-0.3	0.8
COc1ccc(CC2(CO)CCN(CC3=Cc4cc(Cl)ccc4OC3)CC2)cc1	-4.8	-1.1	-0.4	.	88.5*	-7.0	-0.8	-4.3	-0.3	.
COC(=O)c1cc(S(=O)(=O)N2CCOCC2)c(N2CCOCC2)cc1N1CCOCC1	-1.6	.	1.9	0.9	-6.3	-6.1	0.2	-0.1	-0.2	0.9
O=C1Nc2ccc(F)cc2C12Nc1ccccc1-c1nnc(SCc3ccccc3F)nc1O2 (stereo unspecified)	0.1	.	3.2	0.7	-10.3	7.7	-7.4	-2.7	-0.2	1
CCCOc1ccc2c3c(c(=O)oc2c1OCCC)CCCC3	-2.0	.	3.8	0.8	54.4*	-5.9	-0.5	-5.8	0.2	0.8
CC(=O)Nc1ccc(NC(=O)C2CCCCC2C(=O)O)cc1 (stereo unspecified)	0.5	-2.6	0.8	0.9	-3.2	-0.4	-0.7	2.6	-0.2	1
O=C(Cn1c(=O)n(CC2CCCO2)c(=O)c2ccccc21)c1ccccc1 (stereo unspecified)	-3.9	-33.8	2.0	0.9	43.8	-11.4	1.9	-4.8	0.7	0.8
Cc1ccccc1NC(=O)c1ccc(CN(c2ccccc2)S(=O)(=O)c2ccccc2)cc1	-4.2	-8.0	3.5	1	27.5	-17.3	0.3	-0.6	-0.2	1
Cc1ccc(C(c2sc3nc(C)nn3c2O)N2CCN(c3ccccc3F)CC2)cc1 (stereo unspecified)	-1.5	-4.4	0.2	0.9	21.6	-10.4	0.7	-1.8	-0.1	0.9
CCn1cnc2cc(NCc3ccncc3)ccc21	-2.6	-18.9	0.3	0.8	8.8	-6.9	0.8	-3.9	-0.2	0.7
Cc1cc(Nc2cccc(F)c2)n2c(n1)nc1ccccc12	5.8	.	-0.3	1	-3.3	1.8	1.2	1.2	-0.2	1

Five compounds picked at random from the list so far:
SMILES	Efa HMGR inh	S1P3 antag	RAM inhibit	PMI act hi M6P	L major viab	TNAP inh no acc	Redox H2O2 prof	TNAP inh hi DEA	Hsp70 activator	PMI act
COc1ccc(/C=C(\C#N)C(=O)OCC(=O)Nc2ccc(C(C)(C)C)cc2)cc1	-3.9	-5.0	5.7	0.9	-5.7	-3.8	-0.6	0.6	-0.3	0.8
COc1ccc(CC2(CO)CCN(CC3=Cc4cc(Cl)ccc4OC3)CC2)cc1	-4.8	-1.1	-0.4	.	88.5*	-7.0	-0.8	-4.3	-0.3	.
CCCOc1ccc2c3c(c(=O)oc2c1OCCC)CCCC3	-2.0	.	3.8	0.8	54.4*	-5.9	-0.5	-5.8	0.2	0.8
CCCS(=O)(=O)N1CCN(Cc2ccco2)CC1	-4.6	-2.7	0.4	0.9	-3.3	-15.2	2.2	-2.8	-0.3	0.9
CC(=O)Nc1ccc(NC(=O)c2ccccc2S(=O)(=O)c2ccc([N+](=O)[O-])cc2)cc1	-3.7	-1.1	1.2	0.9	-4.2	1.4	-1.9	2.7	-0.1	0.9

High-throughput results (PubChem BioAssay)

Rows were taken by chance; about 12% have a hit in one of these screens.
